Screening results: PubChem, several laboratories
NPY-Y2 PAM-ag – potentiators or agonists of human neuropeptide Y receptor Y2; P49146; cells expressing NPY-Y2, potentiator/agonist read-out; activation, % at 3.6 µM; 0.45% of 220,000 active; AID 1359; in the data active means activation above about 27%;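 further: cells stimulated with NPY near EC25 plus isoproterenol at EC100; 0% = vehicle plus submaximal agonist and 100% = vehicle plus saturating agonist; some results beyond the cut were filed as inactive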
Target sequence (P49146 whole entry, looked up): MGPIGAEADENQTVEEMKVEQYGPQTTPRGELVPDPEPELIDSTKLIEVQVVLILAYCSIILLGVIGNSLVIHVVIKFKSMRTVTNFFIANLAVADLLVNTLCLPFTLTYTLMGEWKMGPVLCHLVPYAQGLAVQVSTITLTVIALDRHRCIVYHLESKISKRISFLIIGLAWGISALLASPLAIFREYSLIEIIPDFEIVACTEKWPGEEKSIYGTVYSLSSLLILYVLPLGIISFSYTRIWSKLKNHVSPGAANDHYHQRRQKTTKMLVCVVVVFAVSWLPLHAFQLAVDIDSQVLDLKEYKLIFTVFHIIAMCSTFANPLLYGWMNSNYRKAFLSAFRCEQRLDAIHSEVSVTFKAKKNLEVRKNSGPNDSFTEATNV
TRPML3 agonist – agonists of human TRPML3 channel; AID 1448; Q8TDD5; HEK293 TRPML3-YFP, Fluo-8 calcium fluorescence; 100% = the carbachol control signal; 0.29% of 220,000 active; activation, % at 3 µM;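 active means activation above its plate's cutoff, the mean activation of the plate's test wells plus 3 SD, cut at about 12% in these data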;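 further: 0% = DMSO only wells and 100% = carbachol wells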
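Test system: HEK293 cells stably carrying human TRPML3-YFP; Doses: single dose, 3 µM final nominal compound, 0.3% DMSO final; Schedule: dye loading 1 h 37 °C then 30 min ambient, 125 s read; Technique: Fluo-8 calcium fluorescence; Benchmarks: high control carbachol 87 µM, low control DMSO.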
S1P4 antag – antagonists of human S1P4 receptor. 0.26% of 220,000 active. inhibition, % at 4.98 µM. O95977. S1P4-expressing cells, antagonist mode, reporter read-out. AID 1510; in the data active means inhibition above about 29%;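 further: 0% = wells stimulated with agonist and 100% = vehicle wells without agonist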
S1P4 ag – human S1P4 receptor agonism; S1P4-expressing cell line, agonist reporter assay; activation, % at 4.98 µM; 0.35% of 220,000 active; AID 1509; in the data active means activation above about 11%;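 further: 0% = DMSO vehicle and 100% = reference agonist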
CHOP inh – blocks CHOP induction under ER stress | inhibition, % at 10 µM | 3.8% of 220,000 active | AID 2732 | CHO-K1 CHOP-promoter luciferase, tunicamycin-induced, 15-18 h;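 active means compounds that reduced the stress-induced luciferase reporter signal by more than about 70% of percent inhibition, limit read from the data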;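 further: 0% = tunicamycin plus vehicle and 100% = wells without tunicamycin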
zfTRPN1 agonist – zebrafish TRPN1 (NompC) channel agonism; 0.18% of 220,000 active; activation, % at 3 µM; AID 1424; HEK293 zebrafish TRPN1-YFP, Fluo-8 calcium fluorescence; 100% = response to 87 µM carbachol;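 active means activation above its plate's cutoff, the mean activation of test wells on that plate plus 3 SD, cut at about 19% in these data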;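 further: 0% = DMSO alone and 100% = 87 µM carbachol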
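Material – zebrafish TRPN1-YFP in HEK293 cells · Doses – 3 µM single point · Schedule – dye 1 h 37 °C plus 30 min RT · Signal – Fluo-8 calcium fluorescence, excitation 470-495 nm, emission 515-575 nm · Read-out – % activation versus carbachol response · Control set – carbachol high, DMSO low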
NPY1 pot ag – potentiators or agonists of human neuropeptide Y receptor Y1. 0.37% of 220,000 active. activation, % at 3.6 µM. NPY-Y1 expressing cells, potentiator/agonist activation. P25929; in the data active means activation above about 33%, passing the limit was not always enough;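 further: cells stimulated with NPY at EC10 then isoproterenol at EC100; 0% = low agonist plus stimulus and 100% = saturating agonist plus stimulus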
EP2 mod – modulators of human EP2 prostaglandin E2 receptor. AID 940. EP2-expressing cells, cAMP HTRF FRET, PGE2 co-stimulation. induction, % at 25 µM. 0.83% of 260,000 active;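 active means compounds whose cAMP rise, as percent of the full-agonist control response, exceeds 60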;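 further: rat C6 glioma line stably carrying human EP2 under a CMV promoter; the protocol text gives 20 µM as final concentration; 100% = response of wells given 1 µM PGE2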
Target sequence (P43116 whole entry, looked up): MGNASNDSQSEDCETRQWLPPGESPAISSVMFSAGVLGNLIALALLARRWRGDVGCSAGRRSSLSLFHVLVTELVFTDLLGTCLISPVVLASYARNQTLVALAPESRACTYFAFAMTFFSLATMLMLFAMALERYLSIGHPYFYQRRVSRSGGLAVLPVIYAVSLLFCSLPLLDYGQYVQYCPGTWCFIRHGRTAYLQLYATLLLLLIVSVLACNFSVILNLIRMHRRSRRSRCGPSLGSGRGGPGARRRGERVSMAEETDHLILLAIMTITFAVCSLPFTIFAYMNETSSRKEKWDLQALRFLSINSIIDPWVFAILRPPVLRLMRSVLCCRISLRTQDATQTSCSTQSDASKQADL
NPY-Y1 antag – NPY-Y1 (human) receptor antagonism. P25929. HEK293-CNG Y1 cells, membrane potential fluorescence; NPY at EC95, then isoproterenol. inhibition, % at 3.6 µM. 1% of 200,000 active. AID 1040;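 active means inhibition above the campaign mean inhibition of all tested compounds plus 3 SD, cut at about 20% in these data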;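 further: 0% = DMSO wells given NPY plus isoproterenol and 100% = isoproterenol alone without NPY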
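Benchmarks – high control isoproterenol alone, low control NPY with isoproterenol · Material – HEK293 Y1/CNG channel cell line · Times – dye 3 h, compound 60 min room temperature, stimulation 45 min · Probe or stimulus – NPY (25 nM), isoproterenol (1 µM), Ro 20-1724 (25 µM) · Evaluation – % inhibition of NPY effect · Signal – fluorescence, membrane potential probe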
The depositor's hits bear a star; nt = not tested or not shown; & = joins results of further samples.

Value order: zfTRPN1 agonist, NPY1 pot ag, NPY-Y2 PAM-ag, EP2 mod, S1P4 antag, NPY-Y1 antag, CHOP inh, TRPML3 agonist, S1P4 ag
C=Cn1c(N2CCOCC2)nc2c1c(=O)[nH]c(=O)n2C
    -0.1, -6, -8, 33, 0, 2, 29, 0.0, -1.7
Cc1ccc(CNC(=O)CNC(=S)N(Cc2ccccc2)Cc2cccnc2)cc1
    -2.5, 2, 10, -26, -16, -1, 13, -0.7, -0.5
COc1ccc(Cl)cc1NC(=O)COC(=O)CNC(=O)c1ccc([N+](=O)[O-])c(C)c1
    0.1, 3, 5, -10, -7, 2, 22, 0.4, 0.1
CCOC(=O)c1c(NC(=O)CSc2nc3ccccc3c(=O)n2-c2ccc(F)cc2)sc(C(C)=O)c1C
    0.2, 8, -4, 20, -15, 3, -13, 0.7, 1.6
CN1Cc2c(N3CCOCC3)nc3sc(C(=O)c4ccccc4)c(N)c3c2CC1(C)C
    0.9, 18, 5, -25, -2, nt, -10, 0.7, -0.4
COc1ccc(CNC(=O)c2c(O)c3cccc4c3n(c2=O)CCC4)cc1OC
    -0.1, 35*, -16, 35, -4, 1, 62, 0.1, 0.0
CCOc1ccc(S(=O)(=O)Nc2ccccc2C(=O)N/N=C/c2c(OC)ccc3ccccc23)cc1
    -0.1, -8, 12, -5, -18, -6, -20, 0.7, 0.7
O=C(CN1C(=O)C2C3C=CC(C3)C2C1=O)Nc1cccc2c1CCCC2 (stereo not drawn)
    1.1, 0, -23, 20, 5, 3, -9, -0.4, -0.6
COc1cccc(-c2cc(C(=O)NCCCn3ccnc3)c3ccccc3n2)c1
    2.0, -1, -2, -6, -17, 10, 15, 0.1, 0.0
CC(=O)Nc1ccc(C(=O)n2nc(C)cc2C)cc1
    0.1, 2, 20, 4, -11, -1, 20, 0.7, -2.2
CCOC(=O)CC(NC(=O)CCc1c(C)nc2nc(C)nn2c1C)c1ccc(OC(C)C)cc1 (stereo not drawn)
    -0.6, -2, 0, -5, -6, 3, 6, 0.6, -1.5
Cc1ccc(NC(=O)C(C)NC(=O)OCc2ccccc2)cc1C (stereo not drawn)
    -2.0, -19, -26, -22, -6, nt, 12, -1.1, -1.4
CC(=O)c1cccc(S(=O)(=O)N(Cc2cc3cc4c(cc3[nH]c2=O)OCCO4)CC2CCCO2)c1 (stereo not drawn)
    -0.1, 18, -8, 17, 5, -8, -7, -1.2, 0.8
CCOCCCNS(=O)(=O)c1ccc(NC(=O)C2CC(=O)N(c3ccc(C)cc3)C2)cc1 (stereo not drawn)
    0.0, -2, 16, -3, -10, 0, 11, 0.1, 0.0
CCOC(=O)C1C(=O)OC(C)(C)C1C(CC)C(=O)c1c(C)cc(C)cc1C (stereo not drawn)
    -2.5, 8, -1, 12, -5, nt, -4, -0.9, 1.8
Cc1ccc(NC(=S)N/N=C/c2cccn2Cc2ccccc2F)cc1
    2.8, -1, 11, 19, -1, nt, 44, 0.6, 0.5
C=CCn1c(N2CCCC2)nc2c1c(=O)[nH]c(=O)n2C
    -0.1, 4, -1, 26&-4, -10, -3, 32, -0.6, -2.7
CCOC(=O)CNc1cccc(C(F)(F)F)c1
    1.0, -5, 3, 16, -9, -2, -20, 0.8, 1.0
CNC(=S)N(Cc1ccc(OC)cc1)Cc1cc2cccc(C)c2[nH]c1=O
    0.4, 10, -17, -17&-88, 0, 10, 6, 1.8, -0.8
COC(=O)c1cccnc1Oc1ccccc1
    -1.4, 5, -9, -7, 8, nt, -1, -0.7, -0.5
CSc1ccc(Cl)c(C(=O)NCC(C)C)c1
    -0.6, 14, 4, -14, -1, 6, 29, 0.8, -4.0
CCOC(=O)c1cc(CC)sc1NC(=O)CCC(=O)O
    1.7, -28, -22, -6, -19, 16, -11, 0.9, 0.8
N/C(Cc1ccc([N+](=O)[O-])cc1)=N\OC(=O)c1ccc2ccccc2c1
    1.1, -30, -33, -48, -1, 0, 63, 1.0, 2.8
Cc1ccccc1-c1cnn(-c2cccc([N+](=O)[O-])c2)c1N
    2.0, 1, 10, -34, 5, 4, -21, -0.6, -0.1
Cc1ccc(S(=O)(=O)N(CC2CO2)c2ccccc2[N+](=O)[O-])cc1 (stereo not drawn)
    0.7, -16, -13, -19, 2, 1, 1, 1.1, 0.4
COC(=O)c1ccc(N)cc1O
    0.1, -10, -2, 27, -4, 2, 2, -0.1, 0.9
CCN1CCCc2cc(CN(CCN3CCOCC3)C(=S)Nc3ccc(OC)c(OC)c3)ccc21
    0.0, 18, 14, 6, 0, 5, 5, 0.7, -0.9
O=C(NCCc1ccc(F)cc1)c1n[nH]c2ccccc12
    -0.6, -7, -10, -34, 0, 0, 6, -0.2, -1.4
COc1ccc(/C=N/n2cncn2)cc1COc1ccc(NC(C)=O)cc1
    1.0, -16, -9, 6, -3, 4, 27, 0.0, -2.9
CCOc1ccccc1NC(=O)NCc1cccnc1
    0.0, -16, 1, -7, -9, -2, -7, 0.9, -0.4
Cc1ccc(S(=O)(=O)n2ccc(-c3cccc(OCc4c(F)cccc4Cl)c3)n2)cc1
    0.9, -25, -23, -7, -19, -5, 17, 0.4, 1.6
Cc1ccc(C)c(NCC(=O)NNC(=S)Nc2ccccc2)c1
    1.9, 8, 2, -23, 3, -1, -6, 0.8, 2.1
O=[N+]([O-])c1ccc(-n2nnnc2-c2ccccc2)c([N+](=O)[O-])c1
    0.6, -6, 12, -50, 35*, 5, -66, 0.4, -3.1
COc1ccc(CNC(=S)N/N=C/c2ccc(OC)c(OC)c2)cc1
    -2.5, -37, -26, -30, -5, 16, 7, 0.4, 2.2
CNC(=O)c1ccccc1-c1cn(C)c2ccccc2c1=O
    1.9, 4, -5, -9, 0, 5, -4, 0.9, 0.8
COc1ccc(C2C(C(=O)/C=C/c3ccco3)=C(O)C(=O)N2CCN2CCOCC2)cc1 (stereo not drawn)
    0.7, -4, -5, 8, -8, 2, -27, 0.9, 0.8
Cc1cc(C)c2c(=O)[nH]c(SCC(=O)c3ccc(C(C)C)cc3)nc2n1
    0.5, 10, -3, -7, -6, 12, 21, 0.6, 0.0
CCc1cc([N+](=O)[O-])cc(CC)c1N
    -1.0, 23, 14, 18, 2, 8, 34, -0.1, 2.3
O=C(O)CSc1nnnn1-c1ccc2c(c1)OCCO2
    -0.7, 16, -16, -7, -12, 9, -7, 1.0, 3.4
O=C(Nc1cccc2ccccc12)c1ccccc1
    0.3, 8, -2, -25&-31, 7, nt, -24, 0.2, -0.2
COc1ccc2cc3cc(C(=O)NCCN4CCN(Cc5ccccc5)CC4)oc3nc2c1
    4.2, 1, -25, -16, 7, 17, 21, 10, 0.7
O=C(Cn1ccc(C(F)(F)F)n1)Nc1ccc(S(=O)(=O)NCc2ccco2)cc1
    1.7, 19, 10, 7, 7, -7, 23, 1.1, 0.4
CSCCNCc1cn(-c2ccc(F)cc2F)nc1-c1ccccc1C
    0.0, 10, -19, 14, -10, 3, 5, 0.5, 1.3
Cc1ccc(NC(=O)CSc2nnc(CNC(=O)C34CC5CC(CC(C5)C3)C4)n2-c2ccc(F)cc2)cc1
    -0.1, -14, -14, 1, -11, 1, 79*, -0.1, 0.6
COc1ccc(C)cc1NC(=O)CSc1nnc(-c2cc3cccc(OC)c3o2)n1N
    0.8, -14, -18, -2, -15, 6, 42, -0.9, -0.3
O=C(NCc1cccnc1)C(=O)NCC(c1ccco1)N1CCN(c2ccc(F)cc2)CC1 (stereo not drawn)
    2.4, -2, 1, -18, -7, 0, 8, 1.7, 0.2
Cc1onc(-c2ccccc2Cl)c1C(=O)Nc1cccc2cccnc12
    -0.5, 16, 13, 52, -11, 2, 47, 0.4, 3.9
FC(F)(F)c1cccc(Cc2noc(CN3CCCC(CN4CCCC4)C3)n2)c1 (stereo not drawn)
    0.2, 3, 3, 5, -24, 4, 18, 0.7, 1.8
CCOc1ccc(-c2nnn(CC(=O)N3CCCC(C)C3)n2)cc1 (stereo not drawn)
    0.7, 22, -2, -29, -5, 0, -1, 1.0, 1.1
CCOc1ccc(N2CC(C(=O)Nc3c(C)n(C)n(-c4ccccc4)c3=O)CC2=O)cc1 (stereo not drawn)
    0.7, 2, -7, 5, 8, 7, 2, 0.8, -0.4

(more compounds)
Value order: zfTRPN1 agonist, NPY1 pot ag, NPY-Y2 PAM-ag, EP2 mod, S1P4 antag, NPY-Y1 antag, CHOP inh, TRPML3 agonist, S1P4 ag
COc1ccc(CNC(=O)C2CCC(=O)N2C(C)C)c(OC)c1 (stereo not drawn)
    1.7, 4, 11, -7, 12, nt, -8, 1.4, 1.0
NC(N)=Nc1ccc(N=C(N)N)cc1
    1.2, 16, -8, 8, 2, nt, 35, 1.1, 0.3
S=C(NCc1ccco1)Nc1ccc(N2CCOCC2)cc1
    0.9, 12, 7, 5, -9, 0, -4, 0.2, 0.5
O=S(=O)(c1ccc(N2CCN(Cc3ccc4c(c3)OCO4)CC2)nc1)N1CCOCC1
    -0.2, -14, 0, -22, 0, -6, 8, 0.9, 1.8
COc1ccccc1-n1c2c(cc(C(=O)N3CCC(C)CC3)c1=O)C(=O)CC(C)(C)C2
    1.4, 7, 3, 12, 3, 2, -3, 0.8, -2.4
CCOC(=O)C1=C(C)NC2=C(C(=O)CCC2)C1c1cccs1 (stereo not drawn)
    -0.6, -13, 2, -4, -10, 6, -11, -0.6, 1.7

A second format for part of the listing above:
> S=C(NCc1ccco1)Nc1ccc(N2CCOCC2)cc1
  zfTRPN1 agonist = 0.9 | NPY1 pot ag = 12 | NPY-Y2 PAM-ag = 7 | EP2 mod = 5 | S1P4 antag = -9 | NPY-Y1 antag = 0 | CHOP inh = -4 | TRPML3 agonist = 0.2 | S1P4 ag = 0.5

> O=S(=O)(c1ccc(N2CCN(Cc3ccc4c(c3)OCO4)CC2)nc1)N1CCOCC1
  zfTRPN1 agonist = -0.2 | NPY1 pot ag = -14 | NPY-Y2 PAM-ag = 0 | EP2 mod = -22 | S1P4 antag = 0 | NPY-Y1 antag = -6 | CHOP inh = 8 | TRPML3 agonist = 0.9 | S1P4 ag = 1.8
